# BLM inh: blocks DNA unwinding by human BLM helicase. P54132. recombinant BLM DNA unwinding, fluorescence dequenching. Potency, µM (titrated, usually from 56.1 µM), for the others: top-dose activity change, negative = inhibition, most hits filed as inhibitors. 350,000 compounds, 0.2% hits;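 further: plate controls were vehicle for no effect and no enzyme for full effect; nearly all actives have a fitted effect of over 35% in size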
# BAZ2B block: blocks human BAZ2B; Q9UIF8; Potency, µM (series often up to 114 µM), inactives show at the top dose activity change, negative = inhibition, hits mostly inhibitors; 360,000 compounds, 4.4% hits; AID 504333; AlphaScreen BAZ2B-H3K14Ac peptide displacement; further: on the % scale 0 is the no-effect control and ±100 the full control effect; nearly all actives have a fitted effect of over 60% in size
# Target sequence (Q9UIF8 whole entry, looked up): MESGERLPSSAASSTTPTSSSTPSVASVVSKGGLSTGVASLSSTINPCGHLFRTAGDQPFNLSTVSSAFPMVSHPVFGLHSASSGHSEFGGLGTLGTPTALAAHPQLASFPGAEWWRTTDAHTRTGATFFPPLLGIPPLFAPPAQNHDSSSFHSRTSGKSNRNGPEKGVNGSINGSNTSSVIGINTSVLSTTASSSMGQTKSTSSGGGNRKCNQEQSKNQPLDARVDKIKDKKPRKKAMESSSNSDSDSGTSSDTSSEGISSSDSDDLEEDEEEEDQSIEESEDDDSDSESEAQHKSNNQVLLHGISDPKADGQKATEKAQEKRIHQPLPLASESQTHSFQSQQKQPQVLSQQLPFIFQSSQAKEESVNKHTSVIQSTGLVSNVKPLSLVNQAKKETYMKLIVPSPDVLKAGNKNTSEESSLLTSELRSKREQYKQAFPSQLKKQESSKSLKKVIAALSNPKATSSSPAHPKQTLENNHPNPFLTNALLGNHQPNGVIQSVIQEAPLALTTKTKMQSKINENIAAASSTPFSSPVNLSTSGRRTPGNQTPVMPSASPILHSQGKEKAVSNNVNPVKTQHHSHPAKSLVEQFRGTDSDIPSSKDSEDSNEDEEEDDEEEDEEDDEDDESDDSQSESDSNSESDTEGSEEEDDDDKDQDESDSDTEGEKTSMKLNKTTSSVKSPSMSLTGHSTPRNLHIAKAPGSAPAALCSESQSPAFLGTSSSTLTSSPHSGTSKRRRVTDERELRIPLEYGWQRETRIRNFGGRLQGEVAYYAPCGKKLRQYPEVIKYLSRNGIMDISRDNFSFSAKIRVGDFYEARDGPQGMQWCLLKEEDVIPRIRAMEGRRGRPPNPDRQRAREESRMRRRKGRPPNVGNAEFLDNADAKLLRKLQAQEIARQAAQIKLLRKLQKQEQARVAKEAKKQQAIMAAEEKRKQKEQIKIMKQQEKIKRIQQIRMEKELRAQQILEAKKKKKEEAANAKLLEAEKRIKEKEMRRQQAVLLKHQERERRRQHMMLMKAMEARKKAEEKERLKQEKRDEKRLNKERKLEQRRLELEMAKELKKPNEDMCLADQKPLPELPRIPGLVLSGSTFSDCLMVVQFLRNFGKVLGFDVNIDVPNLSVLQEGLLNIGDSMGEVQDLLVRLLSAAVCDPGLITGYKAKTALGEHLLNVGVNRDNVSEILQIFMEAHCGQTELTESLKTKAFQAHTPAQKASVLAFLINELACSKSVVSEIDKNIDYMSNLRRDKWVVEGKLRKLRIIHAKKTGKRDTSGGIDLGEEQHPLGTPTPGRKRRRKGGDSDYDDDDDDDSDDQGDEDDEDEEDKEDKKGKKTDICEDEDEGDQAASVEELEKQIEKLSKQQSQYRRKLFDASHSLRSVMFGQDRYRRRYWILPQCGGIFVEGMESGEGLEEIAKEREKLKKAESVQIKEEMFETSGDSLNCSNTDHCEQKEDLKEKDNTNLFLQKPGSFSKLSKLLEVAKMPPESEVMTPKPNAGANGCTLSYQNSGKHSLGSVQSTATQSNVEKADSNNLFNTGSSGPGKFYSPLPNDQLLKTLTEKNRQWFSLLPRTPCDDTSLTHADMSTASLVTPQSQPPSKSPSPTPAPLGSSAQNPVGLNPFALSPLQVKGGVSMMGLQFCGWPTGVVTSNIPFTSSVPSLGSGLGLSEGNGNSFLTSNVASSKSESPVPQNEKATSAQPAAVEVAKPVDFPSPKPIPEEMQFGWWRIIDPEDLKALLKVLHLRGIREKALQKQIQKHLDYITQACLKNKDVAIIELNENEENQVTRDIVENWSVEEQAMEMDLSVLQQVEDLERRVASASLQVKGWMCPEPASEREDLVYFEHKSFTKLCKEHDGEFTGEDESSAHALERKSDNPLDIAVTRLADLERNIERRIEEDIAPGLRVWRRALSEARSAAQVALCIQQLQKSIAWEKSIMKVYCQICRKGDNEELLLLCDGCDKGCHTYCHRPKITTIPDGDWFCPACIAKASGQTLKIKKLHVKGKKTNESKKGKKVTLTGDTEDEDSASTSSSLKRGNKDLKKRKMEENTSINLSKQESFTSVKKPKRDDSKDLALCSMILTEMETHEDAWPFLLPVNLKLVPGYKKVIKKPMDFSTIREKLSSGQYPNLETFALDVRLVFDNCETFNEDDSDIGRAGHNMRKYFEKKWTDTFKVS
#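 AlphaScreen luminescence quantifies BAZ2B engagement of H3K14Ac peptide; the protein and biotinylated peptide are both at 50 nM final, buffer PBS pH 7.4 with 0.01% Tween-20, all steps at room temperature.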
# Pol iota inh: DNA polymerase iota (human) inhibition. Potency, µM (top dose mostly 115 µM), without a hit: at the top dose activity, negative = inhibition, actives largely listed as inhibitors. 390,000 compounds, 1% hits. Pol iota fluorescent replication assay, 10 min. Q9UNA4
#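 Fluorescent replication assay read twice, at 0 min and 10 min after adding 50 nM (final) substrate. Enzyme (10 nM) and compounds were first incubated 15 min at room temperature; enzyme-free buffer wells were negative controls.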
# G9a inh: blocks human histone lysine methyltransferase G9a. Q96KQ7. G9a H3K9 monomethylation, AlphaScreen, 2 h. Potency, µM (series often up to 102 µM), for the others: at the top dose activity, negative = inhibition, usual class: inhibitors. 350,000 compounds, 8.8% hits; further: on the % scale 0 is the no-effect control and ±100 the full control effect; nearly all actives have a fitted effect of over 75% in size
#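 Enzyme 20 nM + cpd, 15 min RT; add b-H3K9 pep 500 nM / SAM 20 uM; 2 h RT; anti-H3K9me1 Ab 0.5 ug/mL + SA donor / anti-rabbit acceptor beads 20 ug/mL each, 10 min; AlphaScreen read.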
# Pol kappa inh: DNA polymerase kappa (human) inhibition; AID 588579; Q9UBT6; purified Pol kappa, fluorescent DNA synthesis assay, 10 min; 400,000 compounds, 0.53% hits; Potency, µM (top dose mostly 107 µM), for inactives: top-dose activity, negative = inhibition, usual class: inhibitors; further: on the % scale 0 is the no-effect control and ±100 the full control effect
#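 Pol kappa 10 nM + cpd, 15 min RT; start w/ substrate 50 nM final; fluorescence kinetic read, 0 and 10 min. Neg ctrl: buffer, no enzyme.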
# POLH inh: DNA polymerase eta (human) inhibition; Q9Y253; recombinant Pol eta, fluorescent DNA replication assay; Potency, µM (titrated, usually from 114 µM), without a hit: top-dose activity change, negative = inhibition, actives largely listed as inhibitors; 390,000 compounds, 1.2% hits; further: on the % scale 0 is the no-effect control and ±100 the full control effect
#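 Pol eta (10 nM) was preincubated with compounds for 15 min at room temperature, after which fluorescent replication substrate (50 nM final) was added to start the reaction. Fluorescence was read kinetically at 0 and 10 min.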
# POLB inh: DNA polymerase beta (human) inhibition; P06746; Pol beta primer extension/strand displacement, fluorescence kinetic; Potency, µM (highest dose often 114 µM), without a hit: top-dose activity change, negative = inhibition, most hits filed as inhibitors; 340,000 compounds, 1.3% hits; AID 485314; further: on the % scale 0 is the no-effect control and ±100 the full control effect
#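 Human Pol beta at 10 nM; strand-displacement substrate 50 nM final. Compound exposure 15 min at room temperature before start, reaction 10 min at room temperature.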
# JMJD2A Tudor: inhibitors of human JMJD2A Tudor domain; AID 504339; 390,000 compounds, 4.4% hits; AlphaScreen JMJD2A-Tudor / H3K4me3 peptide binding; Potency, µM (series often up to 114 µM), for the others: top-dose activity change, negative = inhibition, hits mostly inhibitors; further: on the % scale 0 is the no-effect control and ±100 the full control effect; nearly all actives have a fitted effect of over 50% in size
# APE1 inh: inhibitors of human APE1 endonuclease; P27695; recombinant APE1, TAMRA/BHQ-2 abasic DNA cleavage fluorescence; Potency, µM (series often up to 65.8 µM), for the others: top-dose activity change, negative = inhibition, most hits filed as inhibitors; 350,000 compounds, 0.35% hits; AID 2517;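 further: plate controls were vehicle for no effect and reference inhibitor for full effect; nearly all actives have a fitted effect of over 55% in size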
#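 Readout is kinetic fluorescence (ex 525, em 598 nm) from cleavage of 50 nM TAMRA/BHQ-2 THF abasic duplex by 0.75 nM APE1, compound added 15 min beforehand at RT.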
# Starred values were filed as active, the others as inactive; u = inconclusive; x = not tested or not shown; & = joins results of further samples; [ ] = remark or other dose. The call rests on the fitted dose curve; in most records, active means well fitted curve in the direction sought with a large enough effect; inconclusive means small, poorly fitted or top-dose-only effect, or another doubt; inactive means no such curve, though single readings can be large; an effect the other way counts as inactive or inconclusive. Potency means the concentration at half of the fitted maximal effect.
entry	Pol iota inh	G9a inh	JMJD2A Tudor	Pol kappa inh	POLH inh	APE1 inh	BLM inh	POLB inh	BAZ2B block	SMILES
1	-9%	u	-17%	-11%	-21%	u	-8%	u	-6%	CCOc1ccc2nc(NC(=O)C3CCCN(S(=O)(=O)c4cccs4)C3)sc2c1 (stereo not given)
2	-65%	12%[59 µM]	-11%	u	-9%	6%	-9%	5%	-1%	Cn1c(C(=O)NCC2CCCO2)cc2c(=O)[nH]c3ccccc3c21 (stereo not given)
3	102%[activator]	-34%	4%[57.1 µM]	-9%	-17%	0%	-1%	-23%	-13%	O=C(C[n+]1cccc(O)c1)Nc1ccc(Br)cc1
4	42%[activator]	8%[59 µM]	-19%	-14%[60.1 µM]	-5%	x	1%	13%	-4%	CCOC(=O)Cn1c(=O)n(CC2CCCO2)c2nc(-c3cc(OC)ccc3OC)nc(C(N)=O)c21 (stereo not given)
5	71%[activator]	u	-35%	0%	-18%	-5%	-10%	10%	u	CCN(CC)CC(=O)Nc1sc(C)c(C)c1C(=O)c1ccc(C)cc1
6	5%	5%[59 µM]	2%	-13%	-2%	x	-1%	-1%	-1%	CCOc1ccc(N(C(=O)Cn2nnc3ccccc32)C(C(=O)NCc2ccccc2)c2ccc(OC)cc2)cc1 (stereo not given)
7	-1%	1%[0.0925 µM]	-15%	-18%	-8%	8%	1%	20%	-3%	Cc1cccc(C)c1OCc1cc(C(=O)N2CCNC(=O)C2)no1
8	1%	-6%[59 µM]	-6%	-3%	-4%	3%	-2%	35%	-38%	COc1cc(NC(=O)c2ccco2)c(OC)cc1NC(=O)Nc1cccc(Cl)c1
9	-1%	6%[59 µM]	u	-2%	-5%	6%	-7%	12%	-5%	COc1cccc(NC(=O)Cn2cnc3sc(C)c(S(=O)(=O)N4CCN(C)CC4)c3c2=O)c1
10	34%[activator]	4%[59 µM]	-19%	0%	-7%	x	2%	7%	-7%	Cc1nc2nncn2c(Nc2ccc(F)cc2)c1C
11	x	-26%[0.501 µM]	x	0%[60.1 µM]	x	-6%	-4%	x	x	FC(F)(F)c1ccccc1-c1nc(-n2ccnc2)c2ccccc2n1
12	18%	90%[activator][59 µM]	-3%	0%	-13%	2%	1%	59%	16%	O=C(CCCOc1ccc(Cl)cc1Cl)N/N=C/c1ccccc1O
13	-7%	12%	-14%	-18%	-5%	-2%	3%	27%	-4%	CC1CSc2nnc(CCc3ccccc3)n21 (stereo not given)
14	-9%	-5%	3%	0%	-14%	4%	-1%	7%	-8%	COc1ccc(C2(C(=O)NCCCN3CCOCC3)CCOCC2)cc1
15	29%	-19%	-8%	3%	-21%	4%	2%	1%	11%	Cc1ccc(Cl)cc1N1CCN(C(=O)C2CCC(=O)N2C(C)C)CC1 (stereo not given)
16	46%[activator]	x	-15%	13%	-11%	-9%	x	x	x	CC(C)NC(=O)N(C)C[C@H]1Oc2ccc(NC(=O)Nc3ccc(C(F)(F)F)cc3)cc2C(=O)N([C@H](C)CO)C[C@@H]1C
17	9%	7%[12.7 µM]	-22%	-1%	0%	7%	-4%	2%	5%	O=C(NC1CC1)c1cc(F)c(F)cc1Cl
18	3%	-20%[59 µM]	-14%	-2%	-16%	x	1%	8%	-14%	CCN(CC)C(=O)Cn1cc(SCC(=O)Nc2ccc(C)cc2)c2ccccc21
19	21%	x	-10%	-16%	-5%	-7%	x	x	x	O=C(Nc1nccs1)C1=COCCO1
20	105%[activator]	12%	4%	-2%	-4%	-1%	1%	-11%	-2%	Cc1ccc(O)c(-c2cc(C(=O)NCc3ccccc3)[nH]n2)c1
21	12%	-7%	-6%	-10%	-13%	1%	0%	2%	-17%	CC(=O)c1sc(-c2ccccc2Cl)nc1C
22	-17%	6%	-1%	10%	-19%	44%[activator]	-2%	-22%	-15%	O=C(Nc1ccccc1Cl)C1Cc2ccccc2O/C1=N\O (stereo not given)
23	-10%	51%[activator][12.7 µM]	75%[activator]	2%	-17%	-4%	-4%	15%	20%	CCCSC1=N/C(=C\c2ccsc2)C(=O)S1
24	-10%	-37%[59 µM]	-16%	-21%	-4%	x	-5%	u	u	COc1ccc2c(c1)c(N1CCCC1=O)c(C(=O)Nc1cc(C)c(Cl)cc1OC)n2C
25	22µM*	-31%	-20%	u	28µM*	u	u	45µM*	u	NS(=O)(=O)c1ccc(CCNC(=O)c2cc3ccccc3s2)cc1
26	61%[activator]	0%[12.7 µM]	-5%	2%	-1%	-2%	1%	0%	1%	CCOC(=O)c1sc(N(C)C(C)=O)nc1C
27	u	3%[0.501 µM]	u	-4%	3%	-10%	x	x	u	CC(=O)N1CCN(c2ccc(NCc3ccc(Br)o3)cc2)CC1
28	46%[activator]	15%	-18%	-3%	-2%	54%	-3%	-11%	0%	O=C(COc1ccccc1)Nc1ccc2oc(=O)ccc2c1
29	149%[activator]	15%	-11%	2%	-2%	0%	0%	-20%	5%	NNC(=O)c1csc(-c2ncc(C(F)(F)F)cc2Cl)n1
30	128%[activator]	0%	-8%	-5%	-22%	8%	0%	6%	-15%	O=C(NCc1ccccn1)c1nn(-c2ccccc2)c(=O)c2ccccc12
31	17%	28%[59 µM]	-4%	-11%	-4%	-5%	-2%	-3%	-2%	O=C(CS(=O)CC(=O)N(c1ccccc1)C(C(=O)NC1CCCC1)c1cccs1)Nc1ccc(F)cc1 (stereo not given)
32	-2%	-4%[59 µM]	-3%	-9%	-6%	-1%	-4%	-13%	3%	CC(=O)Nc1ccccc1C(=O)N1CCc2ccccc21
33	19%	u	-9%[57.1 µM]	-17%	-17%	-10%	-1%	-4%	16%	Cn1c(COc2ccccc2)nnc1SCc1cc(=O)[nH]c2ccccc12
34	8%	u	u	-3%	u	u	-9%	11%	-31%[57.1 µM]	CSc1nnc(-c2ccccc2N=Cc2c(C)[nH]n(-c3ccc4ccccc4c3)c2=O)c(=O)[nH]1
35	-6%	9%[59 µM]	-17%	-16%	-13%	x	-6%	-15%	-4%	Cc1cc(=O)oc2cc(OCC(=O)Nc3c(C(C)C)cccc3C(C)C)ccc12
36	29%	-5%	-12%	-10%	-1%	9%	x	x	6%	Cc1cc(C)c(NC(=O)CNC(=O)CN2C(=O)NC3(CCCc4ccccc43)C2=O)c(C)c1 (stereo not given)
37	15%	25%	-10%	1%	-7%	3%	-3%	2%	0%	CS(=O)(=O)n1nc(-c2ccccc2)nc1N
38	10%	4%[59 µM]	-4%	1%	-16%	-4%	-2%	-23%	6%	CCn1c(SC/C=C/c2ccccc2)nnc1-c1cccs1
39	17%	-6%[0.501 µM]	1%	-3%	-26%	25%	x	x	10%	O=C(COC(=O)CN1C(=O)COc2ccccc21)NCc1ccc(F)cc1
40	-11%	9%	-4%	-1%	-22%	-4%	-3%	23%	-23%	Cc1ccc(C(=O)Nc2ccccc2C(=O)O)cc1S(=O)(=O)NCc1ccccc1
41	6%	-6%[59 µM]	-9%	-12%	-9%	12%	3%	20%	6%	Cc1ccc(C(=O)CNc2ccc(C)c(Cl)c2)cc1
42	80%[activator]	-20%	-21%	-1%	-17%	8%	0%	-1%	-11%	O=C(NC1C2CC3CC(C2)CC1C3)c1ccc(N2CCNCC2)c([N+](=O)[O-])c1 (stereo not given)
43	30%	-38%	-11%	-2%	-6%	-6%	-7%	-23%	-38%	Cc1cc(N)n(-c2ccc(S(=O)(=O)c3ccc(C(C)C)cc3)cc2)n1
44	20%[58.9 µM]	2%	-7%	-10%	-2%	-2%	0%	15%	-8%	Cc1cc(-c2nc(C)c(-c3nnc(SCC(=O)Nc4ccccc4)n3C)s2)no1
45	4%	x	-9%	-10%	4%	-2%	-2%	-6%	-28%	O=C1N=C(N2CCN(Cc3ccccc3)CC2)S/C1=C/c1cccs1
46	20%	1%[59 µM]	-18%	-3%	-9%	x	-5%	2%	-17%	CCOC(=O)c1cccc(NC(=O)Cn2c(=O)c3cccn3c3ccccc32)c1
47	25%	1%[0.501 µM]	u	-9%	-5%	7%	x	x	-6%	CN(C)CCNC(=O)C(=O)NCC1CCCN1S(=O)(=O)c1cccs1 (stereo not given)
48	-6%	x	-8%	-1%	2%	-1%	1%	56%	-14%	COCCCN(Cc1cccs1)S(=O)(=O)c1csc(C(N)=O)c1
49	52%&-18%[activator]	42%	-10%&2%	6%&-7%	-12%&10%	13%	1%&-5%	13%&-15%	-2%	CCOc1ccc(CNC(=O)CCC(=O)N2Cc3ccccc3Oc3ncccc32)cc1
50	9%	x	u	11%	-16%	18%	x	x	x	CC(C)=CCC/C(C)=C/CNC(=O)CC1C[C@H](C(=O)N(C(C)C)C(C)C)[C@@]2(C)c3[nH]c4ccccc4c3CCN2C1=O (stereo not given in full)

# The closing 3 records of the section above are carried over, then new ones follow.
entry	Pol iota inh	G9a inh	JMJD2A Tudor	Pol kappa inh	POLH inh	APE1 inh	BLM inh	POLB inh	BAZ2B block	SMILES
48	-6%	x	-8%	-1%	2%	-1%	1%	56%	-14%	COCCCN(Cc1cccs1)S(=O)(=O)c1csc(C(N)=O)c1
49	52%&-18%[activator]	42%	-10%&2%	6%&-7%	-12%&10%	13%	1%&-5%	13%&-15%	-2%	CCOc1ccc(CNC(=O)CCC(=O)N2Cc3ccccc3Oc3ncccc32)cc1
50	9%	x	u	11%	-16%	18%	x	x	x	CC(C)=CCC/C(C)=C/CNC(=O)CC1C[C@H](C(=O)N(C(C)C)C(C)C)[C@@]2(C)c3[nH]c4ccccc4c3CCN2C1=O (stereo not given in full)
51	2%[58.9 µM]	7%	6%	4%	-9%	-2%	3%	-2%	-2%	COc1ccc(-n2c(=O)cc(N3CCOCC3)[nH]c2=O)cc1
52	8%	-4%	-12%	7%	-10%	44%	-5%	-9%	-24%	O=C(c1ccc2c(=O)n3c(nc2c1)CCCCC3)N1CCN(c2ccc([N+](=O)[O-])cc2)CC1
53	-23%	u	-35%	-3%	-7%	u	-7%	6%	50µM*	COc1ccc(NC(=O)CSc2nnc(Cc3cccn3C)n2-c2ccc(F)cc2)cc1OC
54	-4%	-3%	-24%	8%	-3%	1%	71%[activator]	-4%	-1%	CCN(CC)CC(=O)Nc1ccc(/C(C)=N/NC2=NCCN2)cc1
55	-3%	3%	-2%[57.1 µM]	-5%	-8%	13%	-2%	3%	6%	O=C(O)C1C2CCC(C2)C1C(=O)Nc1cc(F)ccc1F (stereo not given)

# Just Pol kappa inh and BAZ2B block, for some of the entries so far:
nr	smiles	Pol kappa inh	BAZ2B block
54	CCN(CC)CC(=O)Nc1ccc(/C(C)=N/NC2=NCCN2)cc1	8%	-1%
55	O=C(O)C1C2CCC(C2)C1C(=O)Nc1cc(F)ccc1F (stereo not given)	-5%	6%

# These rows are one share of the data, so the mix of outcomes need not match the whole.
